Source: PubChem BioAssay (Broad Institute)
RAD52 inh: inhibitors of human RAD52 DNA annealing | hit rate 0.46% among 360,000 | recombinant RAD52 DNA annealing, FRET fluorescence | P43351 | inhibition, % at 18.7 µM | AID 651710;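 active = every replicate showing at least 50% inhibition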
Target sequence (P43351 whole entry, looked up): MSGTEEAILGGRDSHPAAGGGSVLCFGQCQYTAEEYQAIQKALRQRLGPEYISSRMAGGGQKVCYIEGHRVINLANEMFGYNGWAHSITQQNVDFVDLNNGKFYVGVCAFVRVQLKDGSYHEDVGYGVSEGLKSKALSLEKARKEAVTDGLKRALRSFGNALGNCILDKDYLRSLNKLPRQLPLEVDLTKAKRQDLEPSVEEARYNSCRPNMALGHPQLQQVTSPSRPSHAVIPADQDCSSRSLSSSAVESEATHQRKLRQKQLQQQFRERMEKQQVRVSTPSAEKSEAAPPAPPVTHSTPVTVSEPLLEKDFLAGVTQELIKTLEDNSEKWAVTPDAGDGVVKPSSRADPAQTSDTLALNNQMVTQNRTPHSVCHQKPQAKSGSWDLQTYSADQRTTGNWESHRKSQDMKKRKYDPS
EWS-Fli block: blocks EWS/Fli oncoprotein-driven transcription; A673 NR0B1-luciferase reporter, viability-normalised; inhibition, % at 12.6 µM; hit rate 0.67% among 350,000; AID 651661;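 active = mean inhibition of at least 50% after viability correction, with every replicate also passing that limit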;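 note: firefly luciferase signal divided by Alamar Blue viability fluorescence both relative to DMSO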
S100A4 MyoIIA: blocks human S100A4 binding to myosin IIA peptide | P26447 | S100A4/TAMRA-MyoIIA peptide fluorescence polarization | inhibition, % at 10.7 µM | hit rate 0.14% among 360,000 | AID 652163;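 active = mean inhibition of at least 70% across replicates, with every replicate also reaching that level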
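Test system – S100A4 monomer (human) · Compound – single-point compound testing · Schedule – 5 min incubation before reading · Probe or stimulus – TAMRA-labelled myosin IIA heavy-chain peptide probe, 5 nM · Benchmarks – neutral control DMSO, positive control TFP · Medium – Calcium-containing HEPES buffer, pH 7.2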
E-sel inducer: E-selectin induction on HUVECs | HUVEC E-selectin immunofluorescence imaging; normalized: neutral wells 0, TNF-alpha wells 100 | hit rate 0.37% among 260,000 | activation, % at 7.58 µM | AID 686992 | P16581;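 active = mean E-selectin-positive cell signal at least 10% of the positive control, reached in at least 60% of replicates, without over 20% cell loss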;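 note: in these data hits start at about 27%; measured in HUVEC primary endothelial cells; signal is the percent of cells scored E-selectin positive by PE staining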
Target sequence (P16581 whole entry, looked up): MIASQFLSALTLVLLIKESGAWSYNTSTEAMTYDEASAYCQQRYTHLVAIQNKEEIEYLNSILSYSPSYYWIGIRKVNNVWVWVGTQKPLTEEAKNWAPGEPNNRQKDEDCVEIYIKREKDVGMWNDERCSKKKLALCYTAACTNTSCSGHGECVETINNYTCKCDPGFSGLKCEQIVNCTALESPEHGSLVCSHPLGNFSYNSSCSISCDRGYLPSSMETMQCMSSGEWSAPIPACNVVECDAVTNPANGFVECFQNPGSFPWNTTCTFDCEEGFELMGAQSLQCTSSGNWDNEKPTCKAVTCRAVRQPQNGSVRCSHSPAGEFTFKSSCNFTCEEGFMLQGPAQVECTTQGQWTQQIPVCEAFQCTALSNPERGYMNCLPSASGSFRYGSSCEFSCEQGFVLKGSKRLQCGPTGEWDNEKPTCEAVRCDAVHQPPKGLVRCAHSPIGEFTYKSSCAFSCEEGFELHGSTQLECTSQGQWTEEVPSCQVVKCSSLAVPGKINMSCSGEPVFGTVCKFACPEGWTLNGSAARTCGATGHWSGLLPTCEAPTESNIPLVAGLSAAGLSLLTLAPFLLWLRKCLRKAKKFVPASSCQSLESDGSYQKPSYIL
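Assay system: HUVEC primary endothelial cells. Input: 3,000 HUVEC seeded per well. Doses: one compound dose added by pin transfer. Read-out basis: % PE-positive cells. Benchmarks: TNF-alpha high, DMSO low. Detection: immunofluorescence imaging. Buffer or medium: EGM-2, gelatin.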
esBAF inh: blocks esBAF chromatin remodeling in mouse ES cells. Bmi1-luciferase knock-in reporter, 24 h; 100% = twice the neutral-well signal. reporter increase, % at 12.5 µM. hit rate 2% among 350,000. AID 602393; in the data active = activation above about 40%;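 note: 0% = median of the plate's neutral control wells and 100% = double that signal; a rise in the Bmi1 reporter signal indicates esBAF inhibition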
Xi reactivation: activators of X-chromosome reactivation in mouse fibroblasts; XiGFP mouse fibroblasts, % GFP-positive cells imaging, 3 d; cells co-treated with 5-aza-dC sensitizer; scaled so ellipticine positive control = 100%; activation, % at 7.58 µM; hit rate 0.055% among 360,000;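 active = mean normalized replicate activation at least 10% and every replicate at or above 10%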;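 note: 0% = median of on-plate neutral control wells and 100% = ellipticine 6 µM median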
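System: SV40-immortalized XiGFP fibroblast cells, line 68-5-11 / Incubation: 3-day compound exposure, then 15 min fixation at room temperature / Compound: single concentration per compound, delivered by pin transfer / Buffer or medium: DMEM plus 5-aza-dC sensitizer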
FN deposition inh: fibronectin deposition inhibition; hit rate 0.086% among 350,000; inhibition, % at 12.6 µM; AH1F fibroblasts, Alexa488-fibronectin deposition fluorescence, overnight; AID 743247;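 active = mean inhibition across replicates of 30% or more, regardless of how many single replicates reach that level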;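 note: positive control wells lacked labelled fibronectin entirely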
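Assay system: AH1F fibroblasts / Quantity: 10000 cells per well / Medium: DMEM plus 2% serum, read in PBS / Reagent: labelled fibronectin 24 nM / Dosing: single dose, pinned / Times: 1 h cell attachment, overnight exposure to compound and label / Signal: fluorescence, ex 485 nm, em 525 nm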
RAD54 branch: RAD54 (human) branch migration inhibition. Q92698. RAD54 Holliday junction branch migration, FAM/BHQ fluorescence. inhibition, % at 10.4 µM. hit rate 0.14% among 360,000. AID 602329;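 active = mean normalized replicate activity at least 40 and at least half of replicates scoring 40 or more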;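 note: 0% = median of neutral control wells and 100% = median of positive control wells; inhibitors cause a drop in the FAM fluorescence signal; in these data hits start at about 50%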
An asterisk follows results filed as active; . = no result given. Compounds as they come, and some 3% of all compounds hit somewhere here.

Compound	RAD52 inh	EWS-Fli block	S100A4 MyoIIA	E-sel inducer	esBAF inh	Xi reactivation	FN deposition inh	RAD54 branch
Cc1noc(C)c1NC(=O)N(C)C[C@@H]1Oc2c(NS(C)(=O)=O)cccc2C(=O)N([C@@H](C)CO)C[C@@H]1C	0	-6	3	-1.1	4	0.0	.	2
Cc1ccc(S(=O)(=O)N2CCN(CC(=O)Nc3ccnn3C3CCCC3)CC2)cc1	7	6	0	-0.3	2	0.1	2	0
O=[N+]([O-])c1cc(C(F)(F)F)ccc1Oc1cccnc1[N+](=O)[O-]	.	.	.	.	8	0.0	5	-5
CO[C@@H]1CN(C)C(=O)c2ccc(NC(=O)NC(C)C)cc2OC[C@@H](C)N(C(=O)NC(C)C)C[C@@H]1C	22	0	18	-0.1	0	-0.5	-3	8
COc1ccc(/C=C(/NC(=O)c2ccccc2)C(=O)NC2CCS(=O)(=O)C2)cc1 (stereo unspecified)	-10	4	3	.	.	0.0	-5	-9
COc1ccc(/C=C/CN2CCN(Cc3ccccc3)C(CCO)C2)cc1 (stereo unspecified)	-4	0	-1	.	2	0.0	5	.
O=C(CC[C@H]1O[C@@H](n2cnc3c(NC(=O)c4ccccc4)ncnc32)[C@H](O)[C@@H]1O)N[C@@H](CO)Cc1c[nH]c2ccccc12	-5	3	-3	0.1	0	-0.1	2	11
C[C@@H]1CN(c2ccc(N3CCNC[C@H]3C)cc2C#N)C[C@H](C)O1	13	2	-17	0.1	.	0.6	-7	.
CC(C)(C)c1ccc(C(=O)NCC(=O)N/N=C/c2ccccc2OCC(=O)O)cc1	-10	2	5	.	.	0.2	-8	.
CC(C)c1ccc(NC(=O)C2CC3CCC2C3)cc1 (stereo unspecified)	-1	-137	5	.	57*	0.2	2	-1

Single records, as listed above. Screens in order: RAD52 inh | EWS-Fli block | S100A4 MyoIIA | E-sel inducer | esBAF inh | Xi reactivation | FN deposition inh | RAD54 branch
`CO[C@@H]1CN(C)C(=O)c2ccc(NC(=O)NC(C)C)cc2OC[C@@H](C)N(C(=O)NC(C)C)C[C@@H]1C` as listed: 22 | 0 | 18 | -0.1 | 0 | -0.5 | -3 | 8
`Cc1ccc(S(=O)(=O)N2CCN(CC(=O)Nc3ccnn3C3CCCC3)CC2)cc1` as listed: 7 | 6 | 0 | -0.3 | 2 | 0.1 | 2 | 0

(more compounds)
Compound	RAD52 inh	EWS-Fli block	S100A4 MyoIIA	E-sel inducer	esBAF inh	Xi reactivation	FN deposition inh	RAD54 branch
COc1ccc(-c2noc(N3CCC(C(=O)Nc4ccccc4OC)CC3)n2)cc1	-1	4	2	-0.1	-29	0.1	5	6
O=C(NCCN1CCCC1=O)C1CCC(=O)N(CCc2cccc(F)c2)C1 (stereo unspecified)	-2	.	11	0.6	-8	0.1	2	-4
COc1ccc(CN(C)C[C@@H]2OCCCC[C@H](C)Oc3ccc(NC(=O)Nc4cccc5ccccc45)cc3C(=O)N([C@H](C)CO)C[C@H]2C)cc1	8	3	-14	.	0	0.0	.	3
CC(Oc1cccnc1[N+](=O)[O-])C(=O)Nc1cccc(Cl)c1 (stereo unspecified)	2	-8	-5	.	-3	0.0	-3	4
CC(C)CN(C(=O)COC(=O)CCC(=O)c1ccc(Cl)cc1)c1c(N)n(Cc2ccccc2)c(=O)[nH]c1=O	-9	-6	-5	-0.2	-6	0.0	-6	.
O=C(CCNS(=O)(=O)c1ccc2[nH]c(=O)oc2c1)Nc1cccc(Br)c1	-9	.	1	-0.1	-2	0.1	1	-9
C[C@@H]1CN([C@H](C)CO)C(=O)c2cc(NS(=O)(=O)c3ccc(Cl)cc3)ccc2O[C@@H](C)CCCCO[C@H]1CN(C)Cc1ccc(Cl)c(Cl)c1	-18	17	102*	-0.2	-20	0.0	3	2
CCOc1ccc(CCN2C(=O)C(=O)N([C@@H](CC(C)C)CN3CCC[C@H]3CN3C(=O)C(=O)NC[C@@H]3Cc3ccc(O)cc3)C[C@@H]2CC(C)C)cc1	16	4	-10	-0.1	.	0.3	-15	.
Cn1nc(Cc2n[nH]c(=S)n2C)c2ccccc2c1=O	-9	8	-9	-0.2	.	0.0	3	.
CCCC(=O)Nc1ccc2c(c1)nc(CCN1CCN(c3ccccn3)CC1)n2C	0	-3	13	0.1	8	0.1	10	0
O=S(=O)(N[C@H]1CC[C@@H](CCn2cc(-c3ccccn3)nn2)O[C@@H]1CO)c1cccc(Cl)c1	-5	13	-5	-0.2	0	-0.8	-2	7
C[C@H](CO)N1C[C@H](C)[C@@H](CN(C)CC2CCCCC2)Oc2c(NC(=O)Nc3ccccc3)cccc2C1=O	21	10	-1	-0.2	1	0.3	.	-3
Cc1cccn2c(=O)nc(SCC(=O)NCc3ccco3)nc12	-8	-1	3	-0.1	-4	0.2	-4	-1
O=C(NCC[C@@H]1CC[C@@H](NS(=O)(=O)Cc2ccccc2)[C@@H](CO)O1)C1CCCC1	-8	0	3	-0.2	-1	0.3	-3	-4
Nc1[nH]c(C(=O)c2ccccc2)c(-c2ccc(Cl)cc2)c1C(=O)NCCc1c[nH]c2ccccc12	-10	-17	-5	0.6	.	0.0	5	.
COc1ccccc1N1C(=NC(=O)CCc2ccccc2)SC2CS(=O)(=O)CC21 (stereo unspecified)	-6	.	-2	.	-4	0.0	-1	-1
COc1ccc(NC(=O)CCC(=O)c2ccc(C(C)C)cc2)cc1	-8	8	-3	0.2	2	0.0	6	-8
O=C(NCCCN1CCCC1=O)c1ccc(Cl)c(S(=O)(=O)N2CCCCC2)c1	-15	1	-2	.	6	-0.1	-9	-6
CN(C)c1ccc(/C=N/NC(=O)CCc2c[nH]c3ccccc23)cc1	-12	-9	-5	.	.	0.0	21	.
C[C@@H]1CN([C@H](C)CO)C(=O)c2cccc(NC(=O)C3CCCCC3)c2O[C@H]1CN(C)Cc1ccc(Oc2ccccc2)cc1	-10	5	-6	1.1	-8	0.0	.	-6
C[C@H]1CCCCO[C@@H](CN(C)C(=O)c2ccncc2)[C@@H](C)CN([C@@H](C)CO)C(=O)c2cc(NC(=O)c3ccncc3)ccc2O1	1	.	8	0.1	-8	0.1	7	2
Cc1noc(C)c1NC(=O)N(C)C[C@@H]1Oc2ccc(NS(C)(=O)=O)cc2CC(=O)N([C@H](C)CO)C[C@H]1C	.	2	.	-8.4	-3	0.3	.	4
C[C@@H]1CN([C@H](C)CO)C(=O)c2ccccc2-c2ccccc2CO[C@H]1CN(C)C(=O)c1ccccc1	9	-4	3	0.3	3	-0.1	-9	6
O=C(Cn1c(=O)c2cccn2c2ccc(F)cc21)NCCCN1CCN(c2ccccc2F)CC1	-14	16	-1	.	1	0.1	11	1
COc1cc(C(=O)NC(=S)NNC(=O)[C@H]2C[C@@H]2c2ccccc2)cc(OC)c1OC	10	-40	2	0.7	.	0.0	-3	0
CCOc1ccc(N2C(=O)CC(N3CCN(c4ccccc4OC)CC3)C2=O)cc1 (stereo unspecified)	-9	4	2	.	-3	0.3	-11	-3
O=C(CC(=O)c1ccccc1)Nc1cccc([N+](=O)[O-])c1	-5	-68	9	-0.1	.	0.2	8	1
COc1ccc(CNC(=O)c2cc(S(=O)(=O)N3CCCCC3)ccc2Cl)cc1OC	-2	18	-6	.	5	0.2	-10	1
S=C(NCc1ccncc1)Nc1ccc(Cl)cc1	-13	-29	-1	.	.	0.0	.	.
CCN1C(=O)[C@H]2[C@@H](c3ccc(-c4cccc(Cl)c4)c(OC)c3)N3CCCC[C@@]3(C(=O)OC)[C@H]2C1=O	-10	4	-7	-0.1	-3	-0.1	-2	-6
c1ccc(-c2nnc(-c3ccccn3)nn2)nc1	-19	-120	-10	.	.	0.0	-10	3
CCN(CC)CCNCc1cc(Cl)ccc1OCc1ccccc1F	17	-18	1	-0.2	-8	0.0	-3	9
Cc1ccc(S(=O)(=O)NC2CC2)cc1[N+](=O)[O-]	-8	5	-1	0.0	2	0.2	-1	1
C[C@@H]1CN([C@@H](C)CO)C(=O)c2cc(/C=C/c3ccccc3)cnc2O[C@@H]1CN(C)C(=O)Nc1ccc(C(F)(F)F)cc1	5	52*	1	0.2	0	-1.0	-1	1
CCOC(=O)C1CCN(c2cc3c(cc2NC(=O)c2ccc(F)cc2)n(C)c(=O)n3C)CC1	-11	0	-2	.	2	0.2	16	0
O=C(Nc1ccccc1F)N1CC(=O)N2[C@H](C1)[C@H](c1ccc(C#Cc3ccc(F)cc3)cc1)[C@@H]2CO	-13	.	12	0.4	.	0.4	.	.
COc1ccc(C(=O)OCC(=O)N(C)C2CCS(=O)(=O)C2)cc1Br (stereo unspecified)	-28	0	3	-0.7	-2	0.3	4	5
COc1cccc(CNC(=O)C2Cc3cc(S(=O)(=O)N4CCCC4)ccc3N2C(C)=O)c1OC (stereo unspecified)	-4	-11	8	.	-16	0.2	3	7
COc1cc2c(cc1OC)C(c1ccccc1O)N(C1CC(=O)N(c3ccccc3)C1=O)CC2 (stereo unspecified)	.	.	.	0.1	12	.	9	0
COc1ccc2c3c(n(C)c2c1)[C@H](CO)N(C(=O)Nc1ccc(F)cc1)CC31CCN(C(=O)c2ccccc2F)CC1	4	-5	-7	-0.3	.	0.1	.	.
COc1ccc(-c2cnnn2-c2ccc(NC(=O)/C=C/c3ccc(OC)c(OC)c3)cc2)cc1	-24	-7	-1	-2.0	.	0.3	6	.
COCCNC(=O)C[C@H]1C[C@H]2c3cc(NC(=O)Nc4ccccc4F)ccc3O[C@H]2[C@H](CO)O1	.	-5	.	1.4	-7	0.0	1	4
NC(=O)NC(=O)COC(=O)c1ccc2c(c1)C(=O)N(Cc1ccccc1)C2=O	-8	11	-10	.	.	-0.5	-1	2
CN(C)C(=O)C[C@H]1CC[C@H]2[C@@H](COc3ccc(NC(=O)C4CCC4)cc3C(=O)N2C)O1	-5	2	-6	0.1	.	0.1	-4	.
C[C@H]1CN([C@@H](C)CO)C(=O)c2cccc(NC(=O)C3CC3)c2O[C@H]1CN(C)C(=O)Nc1ccccc1	8	-12	6	-0.4	2	0.2	.	-4
CC(Cc1ccc(Cl)cc1)N1CCC(n2nccc2NC(=O)C2CCCC2)CC1 (stereo unspecified)	-25	12	7	.	-7	0.2	1	4
CC1Cc2ccccc2N1C(=O)C1CCCN(S(=O)(=O)c2cccc3cccnc23)C1 (stereo unspecified)	-18	13	6	.	8	0.9	-2	14
O=C(N/N=C/c1ccc2c(c1)OCO2)c1cccnc1	-7	-42	4	0.7	15	0.2	-2	-7
COc1ccc(C(=O)NC(C)CCCC(C)(C)O)cc1OC1CCN(C(C)=O)CC1 (stereo unspecified)	1	0	0	0.0	6	0.0	0	-10
CC(C)c1ccc(NC(=O)C2Cc3c(-c4cccc(C(N)=O)c4)ccnc3O2)cc1 (stereo unspecified)	-7	0	-3	-0.6	0	0.1	11	-3
C/C=C/c1ccc([C@H]2[C@@H](CO)N(CCC)[C@@H]2CNC(=O)NC2CCCC2)cc1	10	.	2	0.1	.	-0.1	-16	.
